Source: PubChem BioAssay (several laboratories)
TCR CD3 inh: inhibitors of human TCR-CD3 interaction, primary screen, biochemical, fluorescence, TAMRA-labeled TCR probe; inhibition, % at 9.4 µM; 360,000 compounds, 0.37% hits; AID 651800, 2012; in the data active = inhibition above about 19%;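 note: recombinant mutant TCR 2C K166C tagged with TAMRA read by polarization; 0% = receptor in buffer alone and 100% = receptor with positive control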
PG9 binder: binders of HIV-1 gp120 antibody PG9, primary screen, biochemical, TR-FRET. AID 624416, 2012. 360,000 compounds, 0.43% hits. inhibition, % at 6.7 µM. TR-FRET gp120-PG9 antibody binding. HIV-1 gp120 / PG9 antibody interaction; in the data active = inhibition above about 8.5%
NR1D1 modulator: modulators of Rev-erb alpha DNA binding, primary screen, biochemical, FITC-DNA, fluorescence polarization, uHTS; Nuclear receptor subfamily 1 group D member 1 (Homo sapiens), P20393; Rev-erbα–FITC-DNA binding, 90 min; activity, % at 10 µM; 370,000 compounds, 0.79% hits; AID 1259318, 2017;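 active = activity above about 14%, limit read from the data; passing the limit was not always enough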;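 note: 0% = DMSO wells with 35 nM protein and 100% = DMSO wells with 750 nM protein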
LEDGF integ inh: blockers of LEDGF/p75-dependent integrase strand transfer – biochemical, TR-FRET, high throughput, primary screen. HIV-1 integrase (with human LEDGF/p75). TR-FRET IN-LEDGF/p75 DNA integration, Eu/Cy5. inhibition, % at 3.7 µM. 370,000 compounds, 0.64% hits. AID 743269, 2014;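 active = inhibition above the screen-wide mean plus 3 SD, cut at about 13% in these data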;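 note: signal is the Cy5 over europium emission ratio at 671 and 618 nm; 0% = plate median of compound wells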
HTRA1 inhibitor: HTRA1 serine protease inhibitors, primary screen, biochemical, fluorescence polarization, HTS | recombinant HTRA1, FP-rhodamine activity-based probe | inhibition, % at 5.96 µM | 340,000 compounds, 0.5% hits | Q92743 | AID 504803, 2011; in the data active = inhibition above about 36%;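 note: 0% = enzyme with DMSO and 100% = wells lacking enzyme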
Target sequence (Q92743 whole entry, looked up): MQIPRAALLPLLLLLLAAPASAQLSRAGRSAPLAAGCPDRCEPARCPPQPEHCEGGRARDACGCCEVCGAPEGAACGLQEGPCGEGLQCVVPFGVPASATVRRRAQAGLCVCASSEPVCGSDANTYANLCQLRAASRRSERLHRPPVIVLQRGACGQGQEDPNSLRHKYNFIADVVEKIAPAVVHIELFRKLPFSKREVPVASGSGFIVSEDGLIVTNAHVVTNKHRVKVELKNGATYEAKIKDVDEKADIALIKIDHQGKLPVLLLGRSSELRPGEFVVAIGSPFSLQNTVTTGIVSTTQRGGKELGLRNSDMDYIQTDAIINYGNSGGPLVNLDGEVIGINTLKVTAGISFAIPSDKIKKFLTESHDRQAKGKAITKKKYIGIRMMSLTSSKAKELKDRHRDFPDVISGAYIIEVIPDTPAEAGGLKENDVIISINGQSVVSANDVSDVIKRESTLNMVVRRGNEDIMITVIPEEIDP
rCAG binder: binders of r(CAG) RNA repeats, primary screen, biochemical, fluorescence; 370,000 compounds, 1.3% hits; r(CAG) RNA repeat, TO-PRO-1 dye displacement fluorescence; inhibition, % at 3 µM;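 active = inhibition above the plate cutoff, the mean of all test compounds on that plate plus 3 SD, cut at about 35% in these data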;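 note: 0% = DMSO alone and 100% = 100 µM mitoxantrone as full dye displacement; higher means more dye released from RNA so lower well fluorescence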
MBD2 inh: inhibitors of MBD2 binding to methylated DNA, primary screen, biochemical, TR-FRET, DNA-binding domain, human. inhibition, % at 4.4 µM. Methyl-CpG-binding domain protein 2 (Homo sapiens), Q9UBB5. MBD2 binding to methylated oligonucleotide. 370,000 compounds, 0.31% hits. AID 686964, 2013; in the data active = inhibition above about 13%
PRMT1 inh: PRMT1 methyltransferase inhibitors, primary screen, biochemical, fluorescence polarization; Protein arginine N-methyltransferase 1 (Homo sapiens), Q99873; recombinant PRMT1, activity-based probe fluorescence polarization; inhibition, % at 2.79 µM; 370,000 compounds, 1.3% hits;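 active = inhibition above about 21% made by adding two undisclosed values, limit read from the data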
Target sequence (Q99873 whole entry, looked up): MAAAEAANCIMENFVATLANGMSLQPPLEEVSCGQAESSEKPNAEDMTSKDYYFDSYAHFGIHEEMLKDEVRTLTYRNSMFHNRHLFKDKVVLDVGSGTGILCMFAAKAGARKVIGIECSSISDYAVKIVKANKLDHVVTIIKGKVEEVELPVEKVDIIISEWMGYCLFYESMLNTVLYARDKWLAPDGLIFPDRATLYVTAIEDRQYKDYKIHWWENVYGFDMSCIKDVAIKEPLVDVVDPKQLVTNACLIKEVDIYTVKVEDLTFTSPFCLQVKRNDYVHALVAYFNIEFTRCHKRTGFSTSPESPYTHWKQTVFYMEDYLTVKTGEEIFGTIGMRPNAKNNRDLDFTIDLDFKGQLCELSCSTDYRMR
UHRF1 MBD2 ctr: UHRF1 methylated DNA binding inhibitors, primary screen, counter-screen for MBD2 inhibitor project, biochemical, TR-FRET, human UHRF1, single concentration; E3 ubiquitin-protein ligase UHRF1 (Homo sapiens), Q96T88; UHRF1 binding to methylated oligo; inhibition, % at 4.4 µM; 370,000 compounds, 0.75% hits; in the data active = inhibition above about 21%;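 note: UHRF1 SRA domain binding a hemimethylated CpG hairpin DNA probe; 0% = median of test compound wells and 100% = reference inhibitor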
ABHD4 inh: ABHD4 inhibitors, primary screen, biochemical, fluorescence polarization, mouse; 370,000 compounds, 0.54% hits; purified mABHD4, FP-Rh probe fluorescence polarization; inhibition, % at 8.92 µM; (Lyso)-N-acylphosphatidylethanolamine lipase (Mus musculus), Q8VD66;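 active = inhibition exceeding the mean over every tested compound plus 3 SD, cut at about 30% in these data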;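 note: 0% = plate median of compound wells and 100% = S159A mutant with DMSO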
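System: mouse ABHD4 enzyme, wild type / Medium: HEPES pH 7.0, NaCl, Pluronic buffer / Reagent: FP-Rh activity-based fluorescent probe / Control set: S159A mutant high control, sample median low control / Detection: fluorescence polarization with parallel and perpendicular emission, 525/598 nm / Schedule: 45 min + 60 min at 25 °C / Compound dosing: 8.92 µM, single dose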
An asterisk follows results filed as active; nt = no result given. Only part of the results is shown (hit frequency here may not be typical).

cpd | compound | TCR CD3 inh | PG9 binder | NR1D1 modulator | LEDGF integ inh | HTRA1 inhibitor | rCAG binder | MBD2 inh | PRMT1 inh | UHRF1 MBD2 ctr | ABHD4 inh
1 | CC1(C(=O)Nc2ccc3c(c2)OCO3)CCN1C(=O)Cc1cc(F)ccc1F (stereo not given) | -7 | -0.2 | -2 | -1 | nt | -1 | -1 | 1 | 0 | 3
2 | O=C(CCC1CCN(C(=O)CC2=CCCCC2)CC1)NCc1ccc(F)cc1 | 3 | 0.6 | -5 | -2 | 5 | -2 | 5 | 0 | 0 | 4
3 | CCCc1cc(=O)[nH]c(SCC(=O)Nc2ccc(OC(F)F)cc2)n1 | -5 | 2.3 | -2 | 1 | -1 | 1 | -7 | -1 | -2 | 7
4 | O=C1C=C(O)CC(c2ccc(Cl)c(Cl)c2)C1 (stereo not given) | 7 | -1.6 | 4 | 1 | 4 | 6 | 0 | -2 | -2 | -3
5 | Cc1c(NC(=S)NC(=O)c2ccccc2Cl)c(=O)n(-c2ccccc2)n1C | 3 | 0.6 | -5 | 12 | 4 | 1 | 2 | 1 | 0 | -8
6 | COc1cc(-c2nnc(COC(=O)c3cc(C)nc4ccc(C)cc34)o2)cc(OC)c1OC | 2 | -0.4 | 4 | -1 | -4 | 3 | 6 | -1 | 0 | 3
7 | CCC1(CC)NC(=O)N(CC(=O)N2N=C(c3ccc(Cl)cc3)CC2c2ccco2)C1=O (stereo not given) | -2 | 0.8 | -2 | 1 | -9 | -4 | 3 | 0 | -3 | -4
8 | O=C(Nc1ccncc1)c1cc2ccccc2o1 | -3 | -0.4 | -1 | 0 | 8 | -3 | 1 | 1 | 0 | -5
9 | c1ccc(OCc2nn3c(Cn4nnc5ccccc54)nnc3s2)cc1 | 1 | -2.0 | 1 | 1 | 2 | 3 | 0 | 2 | -2 | 2
10 | CC(C)(C)C(=O)OCc1cn(-c2ccccc2)nn1 | 6 | 1.5 | -2 | 4 | 2 | -6 | -4 | -5 | 1 | 7
11 | O=C(CSc1nnc(Cc2ccccc2)o1)N1CCCc2ccccc21 | -3 | -0.2 | -3 | -6 | -5 | -10 | 2 | 13 | 0 | 4
12 | COc1ccc(NC(=O)n2ncc3c(C)cccc32)cc1 | -6 | -0.5 | 2 | -2 | -13 | 2 | 1 | 0 | -1 | 5
13 | O=C(Cn1c(=O)n2ncnc2c2c3c(sc21)CCCC3)c1ccccc1 | -3 | -0.1 | 5 | 0 | -2 | 9 | -3 | -3 | 2 | 4
14 | Cc1ccc(-c2ccnc(=S)[nH]2)cc1 | 1 | -0.8 | 3 | -3 | 5 | 2 | 3 | 16 | -2 | -6
15 | CCCCNC(=O)C[C@H]1C[C@@]2(C(=O)OC)C(=C[C@H](C(C)(C)C)O[C@@H]2C)N(Cc2ccco2)C1=O | nt | nt | -1 | -4 | nt | 2 | 4 | 5 | 0 | 2
16 | CCOC(=O)c1ccc(OCC(=O)c2ccc(O)cc2O)cc1 | 2 | 2.1 | 9 | -7 | -5 | 4 | -4 | 3 | 6 | -11
17 | O=C(COC(=O)c1cccc(O)c1)c1ccccc1 | -6 | -1.7 | -2 | 3 | -19 | 3 | 1 | -2 | -2 | -13
18 | O=C(CC1CCCC1)N[C@@H](Cc1cccnc1)C(=O)N1CCC[C@H]1C(=O)NCCc1ccccc1Cl | -4 | -0.6 | -2 | 1 | nt | -1 | 6 | 5 | 2 | 4
19 | Cc1cc(NC(=O)CCc2c[nH]c3ccccc23)ccc1Nc1cccnc1 | 6 | 0.3 | 2 | 3 | nt | 8 | -4 | -2 | -2 | 5
20 | O=C1C2C3C=CC(C3)C2C(=O)N1Nc1c(Cl)cc(Cl)cc1Cl (stereo not given) | 1 | -0.8 | -5 | 2 | 6 | -3 | 0 | 1 | -1 | 9

Overlap with the part before: 2 entries, then new ones.
Each structure is followed by: TCR CD3 inh	PG9 binder	NR1D1 modulator	LEDGF integ inh	HTRA1 inhibitor	rCAG binder	MBD2 inh	PRMT1 inh	UHRF1 MBD2 ctr	ABHD4 inh
(19) Cc1cc(NC(=O)CCc2c[nH]c3ccccc23)ccc1Nc1cccnc1
    6	0.3	2	3	nt	8	-4	-2	-2	5
(20) O=C1C2C3C=CC(C3)C2C(=O)N1Nc1c(Cl)cc(Cl)cc1Cl (stereo not given)
    1	-0.8	-5	2	6	-3	0	1	-1	9
(21) CC1=C(C(=O)OCc2ccccc2)C(c2ccc(C(C)(C)C)cc2)NC(=O)N1CCCCCC(=O)O (stereo not given)
    4	-1.0	-1	1	-33	12	4	-1	1	-11
(22) CCCCN(C)CCN1C(=O)C2C(C(=O)Nc3ccc(C)cc3)C3C=CC2(O3)C1C(=O)NC1CCCCC1 (stereo not given)
    -1	-2.6	3	1	8	-6	0	-1	0	-3
(23) CCSc1nc2ccccc2n1CC(=O)N1CCCCC1
    -3	-1.7	1	2	1	-2	-1	1	-2	-8
(24) COC(=O)c1cccc(S(=O)(=O)N2CCC(NC(=O)Nc3cccc(F)c3)CC2)c1
    3	-0.5	-3	1	4	0	2	2	1	-1
(25) CCOc1cc(N2CCOCC2)c(OCC)cc1NC(=O)c1ccc(C)cc1
    5	-0.1	-5	1	6	-9	1	-1	0	-1
(26) CC1=C(C(=O)OC(C)(C)C)C(c2cccs2)NC(=O)N1 (stereo not given)
    7	-0.5	0	1	3	3	7	2	1	3
(27) Cc1ccc(OC(C)C(=O)Nc2ccccc2C(=O)N2CCOCC2)cc1 (stereo not given)
    -1	-0.2	-10	0	2	-6	2	-1	-3	-4
(28) Cc1ccc(OCCn2cc(Br)c(=O)[nH]c2=O)cc1
    0	2.0	7	0	-2	0	1	0	-2	5
(29) CCOC(=O)c1ccccc1NS(=O)(=O)c1ccc(C)cc1
    9	-1.3	4	1	-3	-4	-7	-1	-1	-10
(30) COc1ccc(/C(C)=N/OCC(=O)N=Nc2c(O)[nH]c3ccc(Br)cc23)cc1
    8	-2.1	-6	0	-1	2	-1	1	-2	9
(31) c1ccc(C2Nc3cccc4cccc(c34)N2)cc1
    -2	-4.4	-17	6	5	15	-8	8	-8	23
(32) Cc1ccc(S(=O)(=O)N2CCC(C(=O)N3Cc4ccccc4C3)CC2)cc1
    -6	0.4	-4	-3	-3	1	-3	-1	2	-9
(33) CCCN1CCN(CCCNC(=O)CN2C(=O)c3cccnc3Oc3ccc(Cl)cc32)CC1
    4	1.5	-1	-6	-2	0	-2	2	4	-1
(34) CCCCCNC(=O)C(c1ccccc1F)n1c(=O)c(-c2ccco2)nc2ccccc21 (stereo not given)
    -6	-0.3	-1	-1	nt	40*	6	31*	19	-26
(35) COc1cc(OC)c(NC(=O)C2CCN(S(=O)(=O)c3ccc4c(c3)CC(C)N4C(C)=O)CC2)cc1Cl (stereo not given)
    8	-0.7	1	-1	-4	3	3	-3	-1	-3

Laid out differently: entries from further up.
27: Cc1ccc(OC(C)C(=O)Nc2ccccc2C(=O)N2CCOCC2)cc1 (stereo not given)
28: Cc1ccc(OCCn2cc(Br)c(=O)[nH]c2=O)cc1
29: CCOC(=O)c1ccccc1NS(=O)(=O)c1ccc(C)cc1
30: COc1ccc(/C(C)=N/OCC(=O)N=Nc2c(O)[nH]c3ccc(Br)cc23)cc1

Assay by compound	27	28	29	30
TCR CD3 inh	-1	0	9	8
PG9 binder	-0.2	2.0	-1.3	-2.1
NR1D1 modulator	-10	7	4	-6
LEDGF integ inh	0	0	1	0
HTRA1 inhibitor	2	-2	-3	-1
rCAG binder	-6	0	-4	2
MBD2 inh	2	1	-7	-1
PRMT1 inh	-1	0	-1	1
UHRF1 MBD2 ctr	-3	-2	-1	-2
ABHD4 inh	-4	5	-10	9

Continuation.
Each structure is followed by: TCR CD3 inh	PG9 binder	NR1D1 modulator	LEDGF integ inh	HTRA1 inhibitor	rCAG binder	MBD2 inh	PRMT1 inh	UHRF1 MBD2 ctr	ABHD4 inh
(36) Cn1c(=N)n(CC(=O)C(C)(C)C)c2ccccc21
    -2	-0.2	2	-2	4	-6	4	3	3	0
(37) CC1=Nc2ncnn2C(c2ccccc2)/C1=N\O (stereo not given)
    -4	1.4	1	-5	6	-1	0	3	0	3
(38) COC(=O)COc1ccc2oc(=O)cc(-c3cc4cccc(OC)c4o3)c2c1
    1	0.6	-22	-5	-3	10	1	4	0	-3
(39) Cc1cc(C)c(S(=O)(=O)n2c([N+](=O)[O-])cnc2C)cc1C
    -1	-3.2	-7	2	1	2	1	-3	-1	2
(40) CC1Cc2ccccc2N1C(=O)CSc1nnc(-c2ccc(S(=O)(=O)N3CCCC3)cc2)o1 (stereo not given)
    -7	-0.3	7	0	-6	0	2	0	3	0
(41) O=[N+]([O-])c1cccc(S(=O)(=O)N/N=C/c2ccc(O)cc2)c1
    4	-0.3	-3	-8	-2	0	5	13	2	6
(42) Cc1cc(C)nc(-n2nc(C)c3c(=O)[nH]c(C(F)(F)F)nc32)n1
    0	-0.6	2	1	10	1	2	-3	1	4
(43) COc1ccc(OC)c(-n2c(CNC3CCN(Cc4ccccc4)CC3)nc3ccccc3c2=O)c1
    3	-3.2	0	2	2	-4	2	-2	-4	-3
(44) CCOC(=O)C1=CCN(S(=O)(=O)c2ccccc2Br)C1c1ccc(Cl)cc1 (stereo not given)
    -2	0.3	-3	2	nt	5	-5	-6	2	-6
(45) Cc1ccc(CNC(=O)c2c(-c3ccccc3)sc3ccccc23)o1
    1	-3.3	0	-1	-18	8	3	39*	7	-28
